ST2 inh: inhibitors of human ST2 (IL1RL1) binding to IL-33; 78,000 tested, 2.3% active; AlphaLISA ST2-Fc/biotin-IL-33 interaction, 1 h; inhibition, % for hits at 17 µM; AID 1259354; in the data active means inhibition above about 30%; inconclusive means mostly about 10% to 28%
Target sequence (Q01638 whole entry, looked up): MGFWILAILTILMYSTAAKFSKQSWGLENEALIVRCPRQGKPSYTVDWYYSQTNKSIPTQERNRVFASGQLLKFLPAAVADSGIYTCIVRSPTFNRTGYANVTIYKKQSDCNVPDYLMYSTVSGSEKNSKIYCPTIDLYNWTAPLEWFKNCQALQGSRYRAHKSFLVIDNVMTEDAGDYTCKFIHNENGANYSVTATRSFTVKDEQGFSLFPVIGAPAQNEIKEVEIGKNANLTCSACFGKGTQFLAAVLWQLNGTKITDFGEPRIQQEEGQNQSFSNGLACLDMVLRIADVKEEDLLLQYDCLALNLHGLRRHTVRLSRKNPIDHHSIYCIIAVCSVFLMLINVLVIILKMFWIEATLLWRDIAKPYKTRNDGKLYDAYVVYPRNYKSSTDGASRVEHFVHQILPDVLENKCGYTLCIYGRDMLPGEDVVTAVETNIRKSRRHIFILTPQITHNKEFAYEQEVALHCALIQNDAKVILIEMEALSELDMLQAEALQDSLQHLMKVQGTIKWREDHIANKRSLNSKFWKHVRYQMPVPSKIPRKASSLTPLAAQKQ
* hit, by the source's call; i = inactive; ? = inconclusive.

SMILES | ST2 inh
CNC(=O)CC1CCN(Cc2nc(-c3ccc(SC)cc3)oc2C)CC1 | i
Cc1ccccc1-c1cc(O)c2c(c1)CN(C(=O)c1ccnc(N)c1)CCO2 | ?
CSc1ccccc1NC(=O)C(C)(C)Oc1ccc(Cl)cc1 | i
Brc1ccc(C2=Nn3c(nnc3-c3ccccc3)SC2)s1 | ?
COC(=O)[C@@H]1Cc2ncn(C(C)C)c2CN1C(=O)c1ccc(OC)cc1 | i
CN(Cc1ccccc1)C(=O)c1cc(-c2ccc(Br)cc2)on1 | i
O=C(CN1C(=O)c2ccccc2C1=O)Nc1nc(-c2ccc(Br)cc2)cs1 | i
Cc1[nH]cnc1CN1CCOC(CCc2ccccc2)C1 (stereo unspecified) | i
COc1ccc(-c2ncnn2-c2sc3c(c2C#N)CCCC3)cc1 | 44%*
O=C(O)c1ccccc1SC1CC(=O)N(c2ccccc2C(F)(F)F)C1=O (stereo unspecified) | i
O=C(Nc1ccc(S(=O)(=O)N2CCCCCC2)cc1)C(F)(F)F | i
Cc1ccc2[nH]c3c(c2c1)CN(C(=O)C1CCCN(CC(N)=O)C1)CC3 (stereo unspecified) | i

Other results follow:
SMILES | ST2 inh
Cc1ccc2[nH]c(CN3CC=CCC3)nc2c1C | ?
Cc1csc2ncc(C(=O)NCCc3ccc(S(N)(=O)=O)cc3)c(=O)n12 | i
Cc1cc(NC(=O)c2cccc(=O)[nH]2)n(Cc2ccccc2Cl)n1 | i
COc1ccccc1N1CCN(S(=O)(=O)c2ccc(C(=O)N(C)C)s2)CC1 | i
O=c1c(O)c(-c2ccccc2)oc2ccccc12 | i
O=C1CC(/C=C/c2ccccc2)=Nc2ccccc2N1 | ?
c1cc2occc2c(N2CCN(Cc3nc4c(s3)CCCC4)CC2)n1 | i
Cc1cc(C)c(-c2cc(NCCO)nc(N)n2)c(C)c1 | ?
CC1=NN(c2nc(-c3ccc(C)cc3)cs2)C(=O)/C1=C\c1ccc(N(C)C)cc1 | i
COCCN(CC1CCN(Cc2ccccc2F)CC1)C(=O)c1ccnc2ccc(C)cc12 | i
CNC(=O)CC1C(=O)NCCN1Cc1c(C)cc(C)cc1-n1cccn1 (stereo unspecified) | i
Cc1ccc(C2Nc3ccccc3-c3nc4ccccc4n32)o1 (stereo unspecified) | i

Next part, overlapping the part above by 6 compounds.
SMILES | ST2 inh
c1cc2occc2c(N2CCN(Cc3nc4c(s3)CCCC4)CC2)n1 | i
Cc1cc(C)c(-c2cc(NCCO)nc(N)n2)c(C)c1 | ?
CC1=NN(c2nc(-c3ccc(C)cc3)cs2)C(=O)/C1=C\c1ccc(N(C)C)cc1 | i
COCCN(CC1CCN(Cc2ccccc2F)CC1)C(=O)c1ccnc2ccc(C)cc12 | i
CNC(=O)CC1C(=O)NCCN1Cc1c(C)cc(C)cc1-n1cccn1 (stereo unspecified) | i
Cc1ccc(C2Nc3ccccc3-c3nc4ccccc4n32)o1 (stereo unspecified) | i
Cc1ccc(NC(=O)NC[C@H]2O[C@@H](CC(=O)N(C)Cc3ccccc3)[C@H](O)[C@@H]2O)cc1 | i
Cc1sc2ncnc(NCCC3=CCCCC3)c2c1S(=O)(=O)N1CCC(C)CC1 | i
O=C(Cn1c(-c2ccccc2F)nc2ccccc2c1=O)Nc1ccc(F)c(Cl)c1 | i
COc1cccc(NC(=O)CSc2nc(C)c(C)c(C)c2C#N)c1 | i
O=C(c1ccccc1C(F)(F)F)N1CCN=C1SCc1ccccc1 | i
COc1cc(NC(=Nc2nc(C)cc(C)n2)NC(C)=O)c(OC)cc1Cl | ?
CCOc1ccc(C(=O)N2C[C@H]3C[C@H](O)[C@H](O)C[C@H]3C2)o1 | i
COc1cc(OC)c(NC(=O)NCCc2nc3cccnc3n2C2CCCCC2)cc1Cl | ?
COc1c2occc2c(OC)c2c(=O)cc(C)oc12 | i
O=C(O)c1ccc(-c2nc3cc(Cl)ccc3s2)cc1 | i
CCOc1cc2c(cc1OCC)C1C(C(=O)N3CC(C)CC(C)C3)c3ccccc3C(=O)N1CC2 (stereo unspecified) | i
CCc1ccc(CN2CCN(S(=O)(=O)c3ccc(Cl)cc3)CC2)cc1 | i

More compounds follow:
SMILES | ST2 inh
COc1cccc(-c2nnnn2[C@H]2CO[C@H]3[C@@H]2OC[C@@H]3NC(=O)CC2(CC(=O)O)CCCC2)c1 | ?
Brc1ccc(CSc2cccc3cccnc23)cc1 | i
COc1ccc(CC(=O)N2CCN=C2SCc2ccc(Br)cc2)cc1OC | i
Cc1cccn2c(=O)c3cc(C(=O)NCCc4ccccc4)n(C)c3nc12 | ?
COc1ccc(-c2nc(N3CCCC3)nc3nn4c(C)cc(C)nc4c23)cc1 | i
C=CCN(CC=C)C(=O)Nc1ccccc1 | i
Cc1c(CC(Cl)(Cl)Cl)c2c(n1-c1ccccc1[N+](=O)[O-])CCCC2=O | ?
O=C1CC(N2CCN(Cc3ccc(Cl)cc3)CC2)C(=O)N1c1ccccc1 (stereo unspecified) | i
CC(=O)N(c1ccc(C(C)C)cc1)C1C=CS(=O)(=O)C1 (stereo unspecified) | i
NC(=O)C(=O)Nc1ccc(Cl)c(Cl)c1 | ?
Cc1cccc(CN(C(=O)c2sc(C)nc2C)C(C)C)c1 | i
Cc1csc2ncc(C(=O)Nc3ccc(Br)cc3)c(=O)n12 | ?

Other structures follow:
SMILES | ST2 inh
COCCC1CN(Cc2cccc(OC)c2O)CCO1 (stereo unspecified) | i
COc1ccc(NC(=O)c2ccc(-c3cccc4c3CCNC4)o2)cc1 | ?
COc1ccc(-n2ncc3c2CC(C)(C)CC3NC(=O)c2ccc(OC)o2)cc1 (stereo unspecified) | ?
CCN(CC)CCNc1nc2c(c(=O)n(C)c(=O)n2C)n1Cc1ccc(Cl)cc1 | i
COc1cc2c(cc1OC)CN(Cc1ccc(Cl)cc1)CC2 | i
Cn1c(=O)c2c(nc(Cl)n2Cc2ccc(Cl)cc2)n(C)c1=O | i
Cn1cc(C(c2cccs2)c2cn(C)c3ccccc23)c2ccccc21 | ?
CN1CCOc2cc(C(=O)NCc3nnc(-c4ccccc4)o3)ccc21 | i
O=C(C1CCCCC1)N1CC(=O)N2CCc3ccccc3C2C1 (stereo unspecified) | i
CCOC(=O)C1CCCN(C2CCN(c3ccc(NC(=O)CCc4ccccc4)cc3)CC2)C1 (stereo unspecified) | i
OC[C@H]1O[C@@H](n2cnc3c(Nc4ccccc4)ncnc32)[C@H](O)[C@@H]1O | i
CCn1ncnc1CN1CCN(c2cc(C)nc3ccccc23)CC1 | ?

(cont.)
SMILES | ST2 inh
COc1cccc(OCC(O)CN2CCN(Cc3ccccc3)CC2)c1 (stereo unspecified) | ?
CC(C)Cn1cc(C(=O)N2CCCCCC2)c2c3ccccc3n(C)c2c1=O | ?
CC(C)C(=O)Nc1ccc2oc3ccc(NC(=O)C(C)C)cc3c(=O)c2c1 | i
O=C(O)c1ccc(C(=O)O)c(-c2ccccc2)c1 | i
CC1CCN(c2nc(-c3ccco3)cc(C(F)(F)F)n2)CC1 | i
O=C(CSc1nc2c(c(=O)n1-c1ccccc1)SCC2)Nc1cccc(F)c1 | ?
C=C(C)CN(CC)S(=O)(=O)c1sc2c(c1C(=O)OC)CCN(Cc1cc(Cl)ccc1O)C2 | i
COc1ccc(NC(=O)c2cnn3c(C(F)(F)F)cc(-c4ccco4)nc23)cc1 | i
CCn1cc(C(=O)NC2CCCCCC2)c(=O)c2cc(S(=O)(=O)N3CCC(C)CC3)ccc21 | i
CCOc1cc(/C=C/c2ccccc2OC)cc(=O)c2c(C)oc(C)c12 | ?
CCOC(=O)N1CCN(Cc2ccc3c(c2)CN(C(=O)c2ccc(F)c(Cl)c2)CCO3)CC1 | i
CCn1cc(CNC(=O)c2ccc([N+](=O)[O-])cc2)cn1 | ?

Continued:
SMILES | ST2 inh
COC(=O)c1cn(C(C)C)cc(C(=O)N2CCOC(c3ccc(F)cc3)C2)c1=O (stereo unspecified) | i
CCC(C)OC(=O)C1=C(C)NC2=C(C(=O)C(C(=O)OC)C(C)C2)C1c1ccc(F)cc1 (stereo unspecified) | i
COc1ccccc1CN[C@H]1CC(C)(C)[C@@H]2C[C@@](C)(O)CC[C@]12CCC(=O)NCCc1c[nH]c2ccccc12 | i
COc1ccc(NC(=O)CS(=O)(=O)c2cn(C)c3ccccc23)cc1 | i
COc1cccc(-c2nnnn2[C@H]2CO[C@H]3[C@@H]2OC[C@@H]3NS(=O)(=O)c2cccs2)c1 | ?
COc1ccc(NC(=O)CCc2c(C)n(C)c3cc(-c4ccccc4OC)nn3c2=O)cc1 | i
CN(Cc1cc2n(n1)CCNC2)Cc1noc(C2CCC2)n1 | i
O=C(CCS(=O)(=O)c1cccc2nsnc12)NCC1COc2ccccc2O1 (stereo unspecified) | ?
Cc1cc(=O)oc(C)c1C(=O)NCC1COc2ccccc2O1 (stereo unspecified) | ?
CCOc1ccc(/C=c2\sc3n(c2=O)CN(c2cccc(F)c2)CN=3)cc1 | ?
CC(C)c1nnc(NC(=O)CCC(=O)O)s1 | ?
Cc1cc(N2CCOCC2)nc(N2CCN(S(=O)(=O)c3ccc(-c4ccccc4)cc3)CC2)n1 | i

New compounds follow.
SMILES | ST2 inh
c1cc2c(cc1CN1CCN(C3CCCC3)CC1)OCO2 | ?
O=C(Nc1cc(Cl)ccc1Cl)c1cc(C2CC2)on1 | i
O=C(Nc1sc2c(c1C(=O)Nc1ccc(Cl)cc1)CCC2)c1cccs1 | i
COC(=O)[C@H](Cc1ccc(OC)cc1)NC(=O)[C@H]1CN(C(=O)c2ccc(N(C)C)cc2)CCN1C(=O)C1CCCCC1 | i
Cc1cccc(C(=O)Nc2nc3c(F)cc(F)cc3s2)c1 | ?
O=C(c1ccc([N+](=O)[O-])o1)N1CCc2ccccc21 | ?
Cc1ccc(CNC(=O)C2(S(=O)(=O)c3ccc(C)cc3)CC2)cc1 | i
COc1ccc(C(=O)N2CCCC(CNC(=O)C3(c4ccc(Cl)cc4)CC3)C2)cc1F (stereo unspecified) | i
CCOc1ccc(CN2CCN(S(C)(=O)=O)CC2)cc1 | i
CC(C)C(O)(C#CCN(CCO)CCO)c1ccccc1 (stereo unspecified) | i
O=C1CCc2cc(S(=O)(=O)Nc3cccc(Cl)c3)ccc2N1 | i
Cc1cc(=O)oc(C)c1C(=O)NCc1cccnc1 | i

Additional results:
SMILES | ST2 inh
Cc1ccc(N2C(=O)C3CC=CC(C)C3C2=O)cc1Cl (stereo unspecified) | i
CC(=O)NC1=NC(=O)/C(=C\c2cn(C(C)=O)nc2-c2ccc(F)cc2)S1 | i
Cc1ccc(N2CSC3=C(C#N)C(c4ccccc4)CC(=O)N3C2)cc1C (stereo unspecified) | i
COc1ccc(C2C3=C(CC(C)(C)CC3=O)Nc3nc(SCc4ccccc4)nn32)cc1 (stereo unspecified) | i
COc1ccc2cc3cc(C(=O)NCCCN4CCN(C)CC4)oc3nc2c1 | i
Fc1ccc(OCCN2CCCCC2)cc1 | ?
Cc1ccnc(NS(=O)(=O)c2ccc(CC(C)C)cc2)c1 | i
COc1ccc(C(=O)Nc2ccc(-c3nc4ncccc4o3)cc2)cc1[N+](=O)[O-] | i
CCCn1cnnc1CNC(=O)COc1c(C)ccc(C)c1C | i
Cc1nc(CCN(C)C(=O)c2cccc(NCc3ccc(C)s3)c2)no1 | i
C=CCn1cnc2c(cnn2-c2ccc(F)cc2)c1=O | i
O=S1(=O)C=C(Sc2nc3ccccc3o2)c2ccccc21 | i

As a short view, some entries already given.
SMILES | ST2 inh
C=CCn1cnc2c(cnn2-c2ccc(F)cc2)c1=O | i
O=S1(=O)C=C(Sc2nc3ccccc3o2)c2ccccc21 | i

The listing continues:
SMILES | ST2 inh
Cc1cccc(NC(=O)CSc2nc3c(c(=O)n2-c2ccccc2)SCC3)c1 | ?
CC1=NOC(C(=O)N(C)CCCn2nc(C)cc2C)C1 (stereo unspecified) | i
O=C(NCCc1ccccc1)c1ccc2nc3ccsc3c(=O)n2c1 | i
COc1cccc(C2C(C(=O)OC3CCCCC3)=C(C)Nc3nnnn32)c1OC (stereo unspecified) | i
Cc1cc(C(=O)CN2CCC(C)CC2)c(C)n1-c1ccc(Cl)cc1 | ?
CCN(CC)C(=O)C1CCCN(Cc2ccccc2[N+](=O)[O-])C1 (stereo unspecified) | i
COc1ccccc1-c1cc(C(=O)Nc2ccc(C(C)=O)cc2)no1 | i
COC(=O)C(C)Sc1nc2c(c(=O)n1-c1ccc(Cl)cc1)SCC2 (stereo unspecified) | i
CCC(C)NC(=O)c1oc2ccc(S(=O)(=O)N3CCCC(C)C3)cc2c1C (stereo unspecified) | i
COc1cc(CN2CCN(c3ccccc3OC)CC2)cc(OC)c1 | i
CN1CCc2nc3sc(C(=O)c4ccc(F)cc4)c(N)c3cc2C1 | ?
Cc1ccccc1NS(=O)(=O)c1cccc2nsnc12 | ?

Next entries:
SMILES | ST2 inh
O=C(CCCn1ccnc1)NC1CC(=O)N(Cc2cccc3ccccc23)C1 (stereo unspecified) | ?
COc1ccc(C(=O)Nc2ccc(Nc3nc(C)cc(Nc4ccccc4)n3)cc2)cc1 | ?
CCCCOC(=O)C1=C(C)Nc2ncnn2C1c1ccc(OC)cc1 (stereo unspecified) | i
O=C(Nc1nc(-c2ccccc2)cs1)c1ccccc1 | i
COC(=O)[C@@H]1Cc2ncn(C(C)C)c2CN1C(=O)c1ccco1 | i
COc1cc(C)c(-n2cnc3ccccc32)cc1C | ?
COCCN(Cc1ccccc1C)C(=O)C1CCCC1 | i
CCOC(=O)c1sc2ncnc(NCCOC)c2c1C | ?
COC(=O)C1C(=O)C2=C(CC1C)NC(C)=C(C(=O)OC1CCCC1)C2c1ccc2c(c1)OCO2 (stereo unspecified) | i
CCOc1ccc(S(=O)(=O)NCc2nc3cccnc3n2Cc2ccc(F)cc2)cc1 | i
CCc1cccc(-n2c(C)nc3c(cnn3-c3ccccc3Cl)c2=O)c1 | i
COc1ccccc1-c1ccnc(-n2ncc(C(=O)NCc3cccc(F)c3)c2C2CC2)n1 | i
CSc1nc(-c2ccccc2)nc(SC)c1C(C)=O | ?
COc1ccc2nc3sc(C(=O)N(C)C4CCCCC4)cc3cc2c1 | ?
CC(O)CNc1nc2c(c(=O)n(C)c(=O)n2C)n1Cc1ccccc1Br (stereo unspecified) | i

Source: PubChem BioAssay (IUPUI and University of Michigan)

This is a subset, so the mix of outcomes need not match the whole.
